High-throughput results as filed in PubChem BioAssay.
GALK inh = qHTS Assay for Inhibitors of Human Galactokinase (GALK); hit rate 0.007% among 270,000; P51570; Potency, µM (series often up to 57.5 µM), without a hit: at the top dose activity change, negative = inhibition, actives largely listed as inhibitors; Purified GALK, Kinase-Glo residual ATP luminescence; further: potency means the concentration at half of the fitted maximal effect; on the % scale 0 is the no-effect control and ±100 the full control effect
Target sequence (P51570 whole entry, looked up): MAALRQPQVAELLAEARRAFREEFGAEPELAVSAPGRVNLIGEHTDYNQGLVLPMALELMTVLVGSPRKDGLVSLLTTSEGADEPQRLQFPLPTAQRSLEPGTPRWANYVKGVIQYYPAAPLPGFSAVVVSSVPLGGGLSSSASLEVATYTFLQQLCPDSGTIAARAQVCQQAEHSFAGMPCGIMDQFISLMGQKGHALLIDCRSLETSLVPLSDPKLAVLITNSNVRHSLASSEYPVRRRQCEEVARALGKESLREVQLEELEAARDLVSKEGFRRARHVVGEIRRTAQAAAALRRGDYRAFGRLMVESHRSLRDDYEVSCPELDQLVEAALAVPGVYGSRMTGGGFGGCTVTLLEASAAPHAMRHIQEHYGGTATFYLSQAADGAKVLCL
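Luminescence from leftover ATP (Ultra-Glo luciferase/luciferin) served as read-out after a 1 h room-temperature reaction of 5 nM GALK with 35 uM ATP and 100 uM galactose.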
TRPV1 ag = HTS Assay for Compounds that Act as Agonists of the Vanilloid Receptor 1. hit rate 0.19% among 320,000. TRPV1-expressing cells, Fluo-8 calcium influx, agonist mode. AID 540275, 2011. Transient receptor potential cation channel subfamily V member 1 (Homo sapiens), Q8NER1. activation, % at 8.33 µM; in the data active means activation above about 80%; inconclusive means between about 30% and that limit; further: 0% is about no effect
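Cells expressing TRPV1 were dye-loaded with Fluo-8 and read kinetically: 10 s baseline, 3 min after compound (agonist portion), then 2 min after EC20 capsaicin (allosteric enhancer portion). Calcium-bound dye fluorescence at 480/520 nm.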
MLL CXXC-DNA inh = qHTS Fluorescence Polarization Assay for Inhibitors of MLL CXXC domain - DNA interaction. Histone-lysine N-methyltransferase 2A (Homo sapiens), Q03164. MLL-CXXC / FITC-HOXA9 DNA fluorescence polarization. AID 2662, 2010. hit rate 0.037% among 290,000. Potency, µM (doses to about 115 µM), for inactives: top-dose activity change, negative = inhibition, most hits filed as inhibitors; active means well fitted inhibition curve with a large enough effect in the polarisation, with a control signal flat, not every such curve was filed as active; inconclusive means small, poorly fitted or top-dose-only effect, or effect the other way, or a change in a side signal; inactive means no such curve, though single readings can be large or run the other way; the % refers to the polarisation; further: potency means the concentration at half of the fitted maximal effect
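Steps: dispense CXXC domain solution (7 uM) → pin compounds or unlabeled HOX-A9 DNA control → 5 min ambient → add FLSN-HOX-A9 solution (50 nM) → spin → 30 min ambient → fluorescence polarization. Tris pH 7.5/NaCl/DTT/BSA buffer.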
USP2a inh = qHTS Assay for Inhibitors of Ubiquitin-specific Protease USP2a Using CHOP2 as the Reporter | hit rate 0.01% among 330,000 | Potency, µM (highest dose often 38.3 µM), without a hit: at the highest dose activity change, negative = inhibition, hits mostly inhibitors | Ubiquitin carboxyl-terminal hydrolase 2 (Homo sapiens), O75604 | USP2 core, Ub-CHOP2 coupled fluorogenic reporter, 485/531;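 further: potency means the concentration at half of the fitted maximal effect; plate controls were DMSO wells for no effect and full inhibition by NEM control for full effect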
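Deubiquitinase activity read as fluorescence (485/531 nm) after Ub-CHOP2 cleavage activates the enterokinase reporter on its substrate; USP2 core 10nM, Ub-CHOP2 and substrate 25nM each, 30min compound preincubation then 60min RT; data normalized to NEM, curves fitted.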
hERG WT inh = qHTS for Inhibitors of KCHN2 3.1: Wildtype qHTS. Voltage-gated inwardly rectifying potassium channel KCNH2 (Homo sapiens), Q12809. U2OS, BacMam KCNH2, thallium flux FluxOr; hits give low values. activity change, % at 1.84 µM. hit rate 0.37% among 340,000. AID 720551, 2013;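 active means maximum activity change below -70%; inconclusive means maximum activity change between -70% and -50%; inactive means maximum activity change above -50%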; further: on the % scale 0 is the no-effect control and ±100 the full control effect
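U2OS cells were transduced with wild-type KCNH2 virus (2.03 x 10^8 / mL) for 4 h at room temperature, then cultured overnight at 37 C. Thallium flux was read with FluxOr dye. Rate constants were normalized to DMSO controls.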
PKM2 activator = qHTS Assay for Activators of Human Muscle isoform 2 Pyruvate Kinase; hit rate 0.34% among 260,000; Potency, µM (top dose mostly 57.5 µM), inactives show top-dose activation, most hits filed as activators; purified PKM2, Kinase-Glo ATP luminescence, activation; response scale: 0% is enzyme alone, no compound; Pyruvate kinase PKM (Homo sapiens), P14618; further: potency means the concentration at half of the fitted maximal effect; on the % scale 0 is the no-effect control and ±100 the full control effect; nearly all actives have a fitted effect of over 55% in size
Target sequence (P14618 whole entry, looked up, canonical isoform): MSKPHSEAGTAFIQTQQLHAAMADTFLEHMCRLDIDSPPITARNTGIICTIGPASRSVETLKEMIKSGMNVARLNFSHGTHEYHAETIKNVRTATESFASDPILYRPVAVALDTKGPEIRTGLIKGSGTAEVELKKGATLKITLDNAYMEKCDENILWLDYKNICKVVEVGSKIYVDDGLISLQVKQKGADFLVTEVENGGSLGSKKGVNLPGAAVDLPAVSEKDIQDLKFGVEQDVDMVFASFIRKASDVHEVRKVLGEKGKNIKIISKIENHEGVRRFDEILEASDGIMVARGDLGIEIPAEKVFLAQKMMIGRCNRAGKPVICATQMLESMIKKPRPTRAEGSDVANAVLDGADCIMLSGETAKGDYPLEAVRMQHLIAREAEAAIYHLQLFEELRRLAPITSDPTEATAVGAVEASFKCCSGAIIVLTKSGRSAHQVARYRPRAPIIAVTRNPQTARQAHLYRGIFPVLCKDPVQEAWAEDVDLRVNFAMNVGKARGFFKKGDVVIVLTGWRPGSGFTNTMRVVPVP
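ATP formation by purified human PK-M2, quantified via coupled luciferase luminescence after 1 h at room temperature with 0.1 mM ADP and 0.5 mM PEP final.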
Giardia killer = Small Molecules that selectively kill Giardia lamblia: qHTS; Giardia lamblia trophozoite viability; activity change, % at 7.66 µM, hits read low; hit rate 0.15% among 340,000; in the data active means activity change below about -80%; inconclusive means between about -30% and that limit;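 further: parasites exposed to compound for two days anaerobically before the ATP read; on the % scale 0 is the no-effect control and ±100 the full control effect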
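Compounds were tested on trophozoites seeded at 100 cells/well and held 48 hrs at 37 deg C anaerobically. An ATP-based luminescent kit measured the remaining live cells.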
KCNH2 3.1 block = qHTS for Inhibitors of KCHN2 3.1: Mutant qHTS; U2OS KCNH2 3.1, thallium flux FluxOr; hits give low values; activity change, % (tested at about 1.8 µM); hit rate 0.95% among 340,000; AID 720553, 2013;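 active means maximum activity change below -70%; inconclusive means maximum activity change from -70% to -50%; inactive means maximum activity change above -50%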;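 further: thallium influx rate constant from kinetic fluorescence after stimulation buffer; on the % scale 0 is the no-effect control and ±100 the full control effect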
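Measured as rate of thallium-driven FluxOr signal in transduced U2OS cells carrying the 3.1 channel, read kinetically for 2 min upon stimulation; values are rate constants scaled to DMSO control wells.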
B2AR arrestin = qHTS assay of beta-arrestin-biased ligands of beta2-adrenergic receptor. Beta-2 adrenergic receptor (Homo sapiens), P07550. beta-arrestin recruitment to beta2AR, cell-based reporter. Potency, µM (titrated, usually from 46.1 µM), inactives show at the top dose activation, usual class: activators. hit rate 0.02% among 330,000. AID 492947, 2010;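 further: potency means the concentration at half of the fitted maximal effect; 0% = DMSO controls and full agonism = EC100 isoproterenol or metaproterenol; nearly all actives have a fitted effect of over 65% in size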
Menin-MLL TR inh = qHTS Assay for Inhibitors Targeting the Menin-MLL Interaction in MLL Related Leukemias: Competition With Texas Red Labeled MLL-derived Mutant Peptide. O00255. Menin + Texas Red MLL mutant peptide, fluorescence polarization. Potency, µM (series often up to 61.6 µM), without a hit: at the top dose FP activity change, negative = inhibition, hits mostly inhibitors. hit rate 0.23% among 270,000. AID 1768, 2009; active means well fitted inhibition curve with a large enough effect in the polarisation, with a control signal flat, not every such curve was filed as active; inconclusive means small, poorly fitted or top-dose-only effect, or effect the other way, or a change in a side signal; inactive means no such curve, though single readings can be large or run the other way; the % refers to the polarisation; further: potency means the concentration at half of the fitted maximal effect; % of control where 0% means no effect; many of its hits are not listed in these tables
FBPA coupling cs = qHTS Assay for Inhibitors of Fructose-1,6-bisphosphate Aldolase from Giardia Lamblia: Coupling assay counterscreen; activity change, negative = inhibition, % at 58.2 µM, hits read low; hit rate 0.67% among 290,000; coupling enzyme system counterscreen, AmpLite Red fluorescence; AID 2472, 2010; in the data active means activity change below about -30%; further: on the % scale 0 is the no-effect control and ±100 the full control effect
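Counterscreen lacking aldolase: glyceraldehyde-3-phosphate coupling-enzyme reagent preincubated 10 min at RT with compound (at 57.5 uM final), then substrate/coupling system with AmpLite Red added; fluorescence read at 525/598 nm after 20 min RT.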
* = called active by the depositor; ? = inconclusive; . = no result given; & = joins results of further samples; [ ] = remark or other dose. Unless noted, the call rests on the fitted dose curve; in most records, active means well fitted curve in the direction sought with a large enough effect; inconclusive means small, poorly fitted or top-dose-only effect, or another doubt; inactive means no such curve, though single readings can be large; an effect the other way counts as inactive or inconclusive. Some of the compounds tested, so the mix of outcomes need not match the whole.

smiles	GALK inh	TRPV1 ag	MLL CXXC-DNA inh	USP2a inh	hERG WT inh	PKM2 activator	Giardia killer	KCNH2 3.1 block	B2AR arrestin	Menin-MLL TR inh	FBPA coupling cs
CC1C2(C)OCC(C#N)(C(=N)O2)C1(C#N)C#N (stereo not given)	-4%	1	8%	9%	.	1%	.	.	-0.2%	.	-1
CN(CCOc1ccccc1)C(=O)C1CCN(C(=O)c2ccc(F)cc2)CC1	-7%	-1	-16%	3%	2	1%	-16	-9	-0.6%	.	.
Cc1cccc(C(=O)OCC(=O)NC(=O)Cc2ccccc2)c1O	-6%	?	2%	0%	-3	-8%	-14	12	-0.2%	.	.
O=C(CSc1nnnn1-c1ccccc1)Nc1ccc(Cl)cc1	2%	3	-3%	.	-13	2%	9	-4	.	0%	8
CC(NC(=O)CN1CCN(C(=O)c2cccs2)CC1)c1ccc(F)cc1F (stereo not given)	.	.	.	5%	19	.	-22	12	-1.1%	.	.
O=C(NCCc1ccccc1)C1CCCN(S(=O)(=O)c2cccc3nsnc23)C1 (stereo not given)	-3%	1	-2%	2%	-2	0%	-3	0	-0.5%	-27%	-4
Cc1ccc(CNC(=O)c2ccccc2NC(=O)CSc2nnnn2C)cc1	0%	-1	7%	6%	0	0%	3	-4	-0.1%	-7%	0
O=C(CN(Cc1ccc(F)cc1)S(=O)(=O)c1ccccc1)N1CCCCC1	2%	16	0%	1%	-2	2%	3	-42	0.0%	-17%	0
CCOC(=O)N1CCN(S(=O)(=O)c2c(C)cc(C)cc2C)CC1	9%	3	7%	0%	0	-15%	-6	5	0.2%	-11%	-1
CSCC[C@H](NC(=O)C1CCN(S(=O)(=O)c2ccc(C)cc2)CC1)C(=O)NCC1CCCO1 (stereo not given in full)	8%	0	4%	2%	1	0%	3	21	-0.2%	2%	1
CCCN(CCC)Cc1c(C(=O)N/N=C/C(C)=C\c2ccccc2)nnn1-c1nonc1N	0%	7	9%	2%	8	-3%	-7	?	-0.5%	17%	-1
Cc1cccc(S(=O)(=O)NCCc2cn3ccccc3n2)c1	2%	-2	12%	-2%	-16	1%	-8	9	-1.0%	-3%	3
COc1ccccc1-c1sc2ccccc2c1-c1ccccc1OC	.	3	.	1%	-5	.	-12	-3	0.2%	.	.
Cc1ccc(C(=O)CCC(=O)N2CCC(C(N)=O)CC2)s1	.	1	.	-3%	-19	.	0	4	-0.1%	.	.
COc1ccc(Cl)cc1S(=O)(=O)N1CCN(C(=O)c2cc(OC)c(OC)c(OC)c2)CC1	4%	-4	-4%	-1%	11	6%	-4	0	-0.4%	-11%	2
CCCCN(CC)CCNC(=O)c1cc2c(C)nc3ccccc3c2o1	0%	6	13%	1%	-1	-4%	-28	-10	-0.6%	2%	-1
CCCCCOP(=O)(OCCCCC)C1(NS(=O)(=O)c2ccccc2)C=CC(=O)c2ccccc21 (stereo not given)	1%	?	-12%	-3%	-5	?	-2	-17	0.2%	12%	-9
O=C(c1ccccc1)c1ccc(OCCCCN2CCCCC2)cc1	-1%	1	4%	6%	17	-2%	14	-49	0.1%	.	-1
COc1cccc(-n2c(SCC(=O)NC3CCCC3)nnc2-c2ccco2)c1	-1%	-3	20%	-1%	-1	1%	13	6	-1.0%	1%	1
O=c1c(O)c(-c2ccc(O)cc2)oc2cc(O)cc(O)c12	.	.	.	.	10	.	0	0	.	?	-5&1
C=CCNc1nc2c(c(=O)n(C)c(=O)n2C)n1CCCCCC	0%	4	1%	1%	-2	-5%	4	3	-0.2%	2%	0
Cc1ccc(Cl)c(NC(=O)CSc2cccc[n+]2[O-])c1Cl	.	.	.	3%	3	.	-1	-9	-0.3%	.	.
Cn1c(N/N=C/c2cc3ccccc3nc2Cl)nc2ccccc21	2%	2	?	4%	1	-16%	-88*	-5	-1.2%	2%	-2
CN(C)S(=O)(=O)c1ccc(C(=O)OCC2CCCO2)cc1 (stereo not given)	3%	-1	1%	9%	-2	.	4	2	0.3%	-19%	1
CCOC(=O)CON1C(=O)C(C)(C)N(OCC(=O)OCC)C(=O)C1(C)C	3%	-1	0%	2%	-3	-4%	0	9	0.0%	6%	1
O=c1oc2cc(Br)ccc2n1CSC1=NCCS1	4%	-3	30%[activator]	1%	-8	?	?	-10	0.2%	-4%	2
CN(C)S(=O)(=O)c1ccc(C(=O)OCC(=O)NC(=O)NC2CCCC2)cc1	.	.	.	-9%	-2	.	6	-3	0.2%	.	.
COc1ccc(NC(=O)C2CCCNC2=O)cc1 (stereo not given)	.	0	11%	2%	2	.	-14	-4	-0.7%	11%	0
Cc1cccc(C)c1NC(=O)c1ccccc1C(=O)O	8%	2	31%&-5%	2%	8	1%	-12	-4	0.4%	-14%	.
Cn1cc(C(=O)Nc2cccc(F)c2)cn1	-3%	9	3%	-1%	2	1%	-13	0	-0.8%	-2%	2
CCc1cc(C(N)=O)c(NC(=O)c2ccc(OC)cc2)s1	0%	3	8%	-1%	1	3%	-18	4	-0.2%	?	-8
N=c1c(C(=O)NCc2ccc3c(c2)OCO3)cc2c(=O)n3ccccc3nc2n1CC1CCCO1 (stereo not given)	0%	21	17%	1%	-43	-8%[0.46 µM]	-2	-30	0.2%	-6%	-2
O=c1cc(N2CCCC2)c2ccccc2o1	3%	4	3%	1%	-9	-4%	-15	16	-0.5%	3%	0
CCC(C)(C#CCN1CCCCC1)OCCC#N (stereo not given)	.	0	-1%	3%	-8	-6%	3	8	0.5%	0%	-2
COC(=O)c1cn(C(=O)c2ccco2)c2ccccc12	2%	-1	125%[activator]	-1%	9	2%	17	-6	-1.0%	6%	-1
O=C(COc1coc(CN2CCc3ccccc3C2)cc1=O)Nc1cccc([N+](=O)[O-])c1	.	-1	.	0%	-11	.	2	-5	-0.1%	.	.
Cc1ccc(N2C(=O)CCSC23C(=O)Nc2ccccc23)cc1 (stereo not given)	-4%	3	-1%	.	7	1%	-16	11	.	-10%	3
COc1ccc(O)c(/C=N/NC(=O)c2ccc(CSc3nc(C)cc(C)n3)cc2)c1	-2%	11	3%	-1%	0	0%	-18	-13	0.4%	?	1
CCOc1ccc(NC(=O)CC2C(=O)N(c3ccc(OC)cc3)C(=O)N2Cc2ccc(OC)cc2)cc1 (stereo not given)	1%	-2	-1%	0%	7	0%	-8	5	-0.2%	17%	3
CCn1cc(C(=O)NCC2CCCO2)c(=O)c2cc(S(=O)(=O)N3CCC(C)CC3)ccc21 (stereo not given)	3%	?	2%	0%	5	-2%	15	9	-0.3%	-17%	-1
CC1=C(C#N)C(Nc2cccc(C)n2)(C(F)(F)F)C(=O)N1 (stereo not given)	3%	3	-4%	1%	-2	12%	4	-2	0.3%	11%	-1
